# Screening results (PubChem)
# S1P3 antag = S1P3 (human) receptor antagonism; CHO S1P3 NFAT-BLA reporter, FRET fluorescence, antagonist mode; inhibition, % at 4.98 µM; 170,000 compounds, 0.27% hits; AID 485;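 active = inhibition above the plate cutoff, the mean inhibition of test wells on that plate plus 3 SD, cut at about 28% in these data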;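 also: cells challenged with S1P at its EC80 of 0.8 µM; blue over green emission ratio from cleaved BLA substrate after 4 h stimulation; 0% = S1P-stimulated wells and 100% = unstimulated DMSO-only wells; some compounds past the cut are filed as inactive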
# SRC2 TRFRET art = flags TR-FRET format artefacts in PPARgamma SRC-2 recruitment agonist screen; TR-FRET artefact counter-screen; stronger effect = higher value; TR-FRET ratio at 8 µM; 200,000 compounds, 0.4% hits; AID 1049; in the data active = TR-FRET ratio above about 2000; also: inactives centre near 1500
# ROMK primary = modulators of human ROMK potassium channel. B-score at 10 µM. 130,000 compounds, 2% hits. P48048. AID 1918. Tet-inducible ROMK, thallium flux fluorescence; actives lie on both sides;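 active = signal ratio slope over the read window, or its plate-corrected B-score, at least 3 SD from the plate mean, either direction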;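 also: B-score of the F/F0 ratio slope over 7 to 12 s after thallium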
# Target sequence (P48048 whole entry, looked up): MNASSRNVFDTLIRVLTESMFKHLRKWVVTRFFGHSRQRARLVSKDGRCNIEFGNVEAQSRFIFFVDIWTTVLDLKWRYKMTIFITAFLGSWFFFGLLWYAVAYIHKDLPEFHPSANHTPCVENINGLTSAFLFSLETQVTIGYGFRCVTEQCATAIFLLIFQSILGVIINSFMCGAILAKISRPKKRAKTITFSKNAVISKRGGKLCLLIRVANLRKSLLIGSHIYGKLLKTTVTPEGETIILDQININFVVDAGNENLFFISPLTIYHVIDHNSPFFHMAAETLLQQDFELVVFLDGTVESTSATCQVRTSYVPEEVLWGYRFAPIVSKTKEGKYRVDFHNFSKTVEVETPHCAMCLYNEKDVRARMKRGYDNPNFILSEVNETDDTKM
# TLR4-MyD88 BLA = blocks binding of human TLR4 to MyD88; 200,000 compounds, 0.18% hits; HeLa CL3-4 TLR4/MyD88 BLA complementation, FRET ratio; O00206+Q99836; inhibition, % at 8.4 µM; AID 861; in the data active = inhibition above about 25%;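 also: 0% = vehicle and 100% = reference inhibitor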
# STAT3 act = activators of IL-6 induced STAT3 signaling; activation (% of control), % at 5.6 µM; AID 871; U3A cells, IL-6 STAT3-luciferase reporter, luminescence; 100% = signal with IL-6 EC80 alone; 190,000 compounds, 0.91% hits;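 active = activation above the screen-wide mean of compound activation plus 3 SD, cut at about 130% in these data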;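 also: 0% = background luminescence of wells with medium and substrate only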
#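 system = STAT3-luciferase reporter U3A cells | reagent = IL-6 stimulus at 33 ng/mL final | timing = 1 h compound pre-exposure, 6 h IL-6 stimulation, 37 °C | measured by = luminescence | evaluation = % activation versus median of IL-6-stimulated wells | control set = IL-6-only wells as 100% reference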
# STAT3 inh = inhibitors of IL-6 induced STAT3 signaling; inhibition, % at 5.5 µM; 190,000 compounds, 0.89% hits; U3A cells, IL-6 STAT3-luciferase reporter, luminescence; host cell line lacks STAT1;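 active = inhibition above the mean inhibition across all screened compounds plus 3 SD, cut at about 44% in these data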;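 also: 0% = DMSO only wells and 100% = 100 µM nifuroxazide control wells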
# PPARg SRC1 recr = promotes SRC-1 coactivator recruitment by human PPARgamma; PPARgamma-SRC-1 coactivator recruitment biochemical assay; activation, % at 8 µM; 200,000 compounds, 0.41% hits; AID 631; P37231; in the data active = activation above about 19%;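 also: 0% = DMSO and 100% = reference agonist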
# Target sequence (P37231 whole entry, looked up): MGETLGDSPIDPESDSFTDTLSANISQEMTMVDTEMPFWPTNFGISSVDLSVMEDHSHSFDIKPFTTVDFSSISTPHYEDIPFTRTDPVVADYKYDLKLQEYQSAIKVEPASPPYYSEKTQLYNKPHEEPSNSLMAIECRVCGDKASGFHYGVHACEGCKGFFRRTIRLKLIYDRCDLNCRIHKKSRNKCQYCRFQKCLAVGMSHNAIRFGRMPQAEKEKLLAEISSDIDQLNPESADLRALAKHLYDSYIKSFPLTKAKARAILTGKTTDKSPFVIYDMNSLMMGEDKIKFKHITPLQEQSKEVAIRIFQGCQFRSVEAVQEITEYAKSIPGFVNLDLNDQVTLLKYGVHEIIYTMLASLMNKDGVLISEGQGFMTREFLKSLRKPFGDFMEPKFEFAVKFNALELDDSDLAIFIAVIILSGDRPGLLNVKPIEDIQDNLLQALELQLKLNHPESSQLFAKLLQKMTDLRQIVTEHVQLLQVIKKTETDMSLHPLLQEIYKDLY
# STAT1 blocker = inhibitors of IFN-gamma induced STAT1 signaling | NIH 3T3 STAT1-luciferase reporter, luminescence | AID 920 | inhibition, % at 5.5 µM | 200,000 compounds, 0.35% hits;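 active = inhibition above a set limit, the mean inhibition across all tested compounds plus 3 SD, cut at about 34% in these data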;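 also: 0% = IFN-gamma with DMSO and 100% = IFN-gamma with 300 µM nifuroxazide; values of inactives mirror those of a sister screen read the other way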
# PPARg SRC2 recr = PPARgamma-driven SRC-2 recruitment agonism. AID 1032. 200,000 compounds, 0.34% hits. P37231. PPARgamma LBD-SRC-2 recruitment, biochemical. activation, % at 8 µM; in the data active = activation above about 22%;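 also: 0% = vehicle and 100% = reference agonist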
# PPARg SRC3 recr = promotes SRC-3 coactivator recruitment by human PPARgamma; P37231; biochemical PPARgamma/SRC-3 coactivator recruitment assay; activation, % at 8 µM; 200,000 compounds, 0.26% hits; AID 731; in the data active = activation above about 23%;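 also: 0% = DMSO and 100% = reference agonist; some compounds past the cut are filed as inactive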
# RAM inhibit = blocks the yeast RAM network. 190,000 compounds, 1.8% hits. inhibition, % at 50 µM. S. cerevisiae dse1pr::URA3 reporter, 5-FOA growth OD615, 2 d; analog-sensitive cbk1-as2 kinase mutant strain. AID 868;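 active = inhibition above a set limit, 3 SD over mean compound inhibition, cut at about 8.4% in these data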;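 also: 0% = DMSO-only wells with no growth and 100% = 10 µM 1-NA-PP1 full growth; inhibition rescues growth on 5-FOA so higher OD means more RAM inhibition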
# * hit, by the source's call; nt = no result given. Random draw from the library; overall some 5.6% were active at least once.
SMILES,S1P3 antag,SRC2 TRFRET art,ROMK primary,TLR4-MyD88 BLA,STAT3 act,STAT3 inh,PPARg SRC1 recr,STAT1 blocker,PPARg SRC2 recr,PPARg SRC3 recr,RAM inhibit
N#CC1=C(N)Oc2c(oc(CO)cc2=O)C1c1ccsc1 (configuration not stated),nt,1487,-0.0029,-7,104,-6,-3,-4,3,-8,-0.2
Cc1csc(Nc2cccc3ccccc23)n1,-2,1344,-0.14,-1,88,16,1,-4,-3,-2,0.1
O=C1C2C(c3ccccc3)C=CC(c3ccccc3)C2C(=O)N1CCCO (configuration not stated),nt,1449,0.25,-6,103,2,8,0,2,9,6.5
C=C(C)c1cccc(C(C)(C)NC(=O)N2CCN(c3ncccn3)CC2)c1,11,1429,nt,0,106,-3,-5,12,-4,-11,nt
CCN1CCN(C(=O)Cn2ncc3c2-c2ccccc2OC3)CC1,-19,1781,nt,-6,105,3,-5,3,1,-2,0.5
COc1c(F)c(F)c(C(=O)Nc2ccc(N3CCN(C(C)=O)CC3)c(Cl)c2)c(F)c1F,nt,1482,-0.61,-4,82,19,0,8,5,2,4.7
Cc1cc(C(C)(C)C)oc1C(=O)NCCCNC(=O)c1oc(C(C)(C)C)cc1C,nt,1530,0.34,-16,101,1,0,2,11,3,3.1
CCOC(=O)c1c(CC(C)C)csc1/N=C/C1C(=O)CCCC1=O,2,1469,1,9,104,-2,-1,1,-3,5,1.2
Cc1ccc(-c2nc3cccnc3s2)cc1NS(=O)(=O)c1ccc2c(c1)CCCC2,-9,1562,-1.1,-12,120,-23,3,-7,6,7,5.8
O=C(COC(=O)c1ccc(S(=O)(=O)N2CCCCC2)cc1)NCc1ccco1,-8,1519,-0.78,1,112,-7,-4,-4,0,-1,2.9
CN(C)CCC(=O)c1ccc(Cl)cc1,1,1411,0.68,-4,97,5,-1,3,6,4,1.2
CSc1nc(N2CCOCC2)c2sccc2n1,-15,1397,0.0066,12,110,-5,-9,15,0,-3,2.5
CC(C)N(CCn1c(=S)[nH]c2ccccc2c1=O)C(C)C,nt,1364,3.2*,4,96,2,-3,-8,0,-3,0.8
Cc1ccc2c(c1)/C(=N/N1C(=O)c3ccccc3C1=O)C(=O)N2,3,1549,nt,-2,100,2,-2,-2,4,1,3.2
Cn1c(C(=O)N2CCCC(C(=O)NCCN3CCOCC3)C2)cc2sccc21 (configuration not stated),-7,1488,nt,8,102,3,4,-2,2,-2,-0.7
COc1cc(-c2nc(C(F)(F)F)c(OC)o2)cc(OC)c1OC,-8,1733,1.9,-17,101,0,4,14,7,7,3.9
C/C(=N\OCc1ccc(C#N)cc1)c1ccccc1,-14,1533,-0.26,0,80,27,2,-45,-3,1,1.2
CC(Sc1nnc2c(n1)C1(C)CCC2C1(C)C)C(=O)Nc1ccccc1 (configuration not stated),nt,1610,nt,5,93,14,-2,4,-1,4,0.0
Cc1cc([N+](=O)[O-])nn1CCCC(=O)Nc1sc2c(c1C(N)=O)CCC(C)C2 (configuration not stated),-13,1481,nt,-13,102,-2,0,-10,3,4,3.4
CCOC(=O)C(Cc1ccccc1)NC(=O)CNC(=O)CNC(=O)OCc1ccccc1 (configuration not stated),-11,1549,nt,-4,97,2,0,0,-7,0,-0.5
Cc1ccc(-c2cc(C(=O)N/N=C/c3ccco3)[nH]n2)cc1,nt,1612,0.9,-5,89,14,4,-3,7,1,1.5
O=C(CSCc1ccccc1Br)N/N=C/c1ccccc1C(=O)O,-10,1539,-0.0016,4,109,1,-4,-13,-10,-1,2.7
COC(=O)c1nnn(CC(=O)NC(=O)Nc2ccccc2F)c1C(=O)OC,-13,1342,2,-10,101,0,-2,-6,-10,-11,-0.6
N#Cc1ccc(CSC2=NCCN2)cc1,6,1349,0.078,5,110,-11,8,-23,5,0,0.2
Cc1nn(-c2ccccc2)c(C)c1C(=O)OCC(=O)N(C)C1CCS(=O)(=O)C1 (configuration not stated),-15,1513,0.088,-3,106,-2,-8,-8,-3,4,3.2

# Next part.
SMILES,S1P3 antag,SRC2 TRFRET art,ROMK primary,TLR4-MyD88 BLA,STAT3 act,STAT3 inh,PPARg SRC1 recr,STAT1 blocker,PPARg SRC2 recr,PPARg SRC3 recr,RAM inhibit
COc1ccccc1S(=O)(=O)Nc1ccc(-c2nnc3n2CCCCC3)cc1,nt,1507,nt,-21,103,1,-1,1,12,6,0.8
COc1ccc(-n2c(=O)cc(N3CCN(Cc4ccccc4)CC3)[nH]c2=O)cc1,-6,1558,nt,-3,107,-3,-2,-6,8,11,1.0
CC(=O)Nc1ccc(CN2CCCC(CO)(Cc3ccccc3C)C2)cc1 (configuration not stated),-5,1404,-0.3,-11,107,-3,-1,-5,1,-3,-1.2
COc1ccc(Cl)cc1NC(=O)CC(C)c1ccccc1 (configuration not stated),nt,1467,0.025,-2,84,20,4,4,2,2,1.2
Cn1ccnc1C1CCCCN1Cc1nc(Cc2cccc(C(F)(F)F)c2)no1 (configuration not stated),5,1567,nt,-6,99,7,7,13,4,-1,1.9
COc1ccc(N2C(=O)CCC(C(=O)N3CCCCC3)C2c2ccc(OC)c(OC)c2)cc1 (configuration not stated),nt,1722,nt,-5,111,-8,10,2,-5,10,1.1
Cc1cc(NC(=O)COc2ccccc2C)no1,-3,1597,0.016,-3,93,10,1,-32,11,6,1.4
Cc1nnc(NC(=O)c2ccc(S(=O)(=O)N3CCCCCC3)cc2)o1,-2,1573,nt,13,96,8,1,6,0,4,1.1
Cc1ccc(C)c(NC(=S)NCc2ccc3c(c2)OCO3)c1,nt,1297,nt,-7,98,9,-5,2,-3,-1,0.2
CC(C)CN1C(=O)c2ccc(C(=O)Nc3c[nH]c(=O)[nH]c3=O)cc2C1=O,-9,1723,-0.14,8,89,19,9,-2,3,-2,5.0
COC(=O)c1ccc(/C=N/NS(=O)(=O)c2cc(C)ccc2C)cc1,-13,1670,0.28,-3,98,1,3,-4,-1,7,6.7
O=C(Nc1ccc2c(c1)OCCO2)C1CCCN(S(=O)(=O)c2cccs2)C1 (configuration not stated),0,1728,nt,-9,92,13,4,0,11,-2,-0.6
CCOc1nc(OCC)nc(-n2cc(-c3ccccc3)nn2)n1,37,1495,nt,-7,83,21,2,13,2,7,5.1
COc1ccc(Oc2nc(SC)nc3ccsc23)cc1,nt,1632,nt,-2,97,9,7,6,2,0,-0.2
Cc1c(/C=N/N2C(=O)C3C4C=CC(C4)C3C2=O)c2ccccc2n1C (configuration not stated),8,1568,nt,4,95,2,-4,11,11,3,1.0
O=C(COc1ccc(C(=O)c2ccccc2)cc1)NC1CCCCCC1,-11,1762,nt,-7,90,12,5,14,12,3,3.9
c1ccc(Sc2cccc3ccccc23)c(CNC2=NCCN2)c1,4,1637,-3.1*,1,101,0,-4,20,-2,2,0.1
CCOC(=O)C1=C(C)N=C2SC(C(=O)OC)=CC(=O)N2C1c1ccc(OC)cc1 (configuration not stated),10,1699,-4.5*,11,93,14,0,-26,11,-2,3.3
CCOC(=O)/C(=C/c1ccc(OC(=O)c2ccccc2)cc1)C(C)=O,-1,1432,nt,-9,106,-1,4,-16,0,1,1.7
CSc1ncc(CN2CCN(C3CCCC3)C(CCO)C2)cn1 (configuration not stated),-13,1372,nt,-17,99,6,6,-1,3,1,0.5
Cc1ccc(CSc2nnc(Nc3ccc(C)cc3)s2)cc1,nt,1441,0.65,-1,103,2,-8,-1,2,8,3.9
O=C(c1cccc(N2C(=O)C3C4C=CC(C4)C3C2=O)c1)N1CCN(c2ccccc2)CC1 (configuration not stated),-6,1441,-0.42,0,102,5,-6,2,4,-1,1.1
CCOC(=O)c1ccccc1NC(=O)CN(c1ccccc1C)S(C)(=O)=O,nt,1645,1.1,3,99,2,-1,0,7,0,2.0
Cc1cc(NCCN2CCOCC2)n2nc(C)c(-c3ccc(Cl)cc3)c2n1,6,1444,0.28,-9,94,10,3,1,-1,7,-0.4
CC(NC(=O)C12CC3CC(CC(C3)C1)C2)c1ccc2c(c1)OCCO2 (configuration not stated),nt,1578,nt,-23,100,2,-1,-3,10,8,0.9

# (next part)
SMILES,S1P3 antag,SRC2 TRFRET art,ROMK primary,TLR4-MyD88 BLA,STAT3 act,STAT3 inh,PPARg SRC1 recr,STAT1 blocker,PPARg SRC2 recr,PPARg SRC3 recr,RAM inhibit
Cc1ccc(NC(=O)CSc2nnc(CNC(=O)c3cccs3)o2)cc1,-10,1684,-0.13,8,109,-8,11,-8,5,-1,0.8
CN1CCN(C2=CC(=O)OC23CCCCC3)CC1,nt,1378,0.73,7,99,4,-9,-3,-6,-1,-1.0
Cc1ccccc1Nc1nc(N)nc(CN2CCN(C(=O)c3ccccc3)CC2)n1,-19,1545,0.77,-3,97,4,-9,2,10,1,1.5
O=C(NNS(=O)(=O)c1ccccc1[N+](=O)[O-])c1ccc(O)cc1,nt,1531,-1.2,-11,103,4,0,-3,5,-3,0.3
CCOC(=O)C1CCCCN1Cc1cccc(OC)c1OC (configuration not stated),nt,1421,1.1,-3,103,3,-3,11,2,5,0.1
C/C(CC(=O)Nc1cccc(Cl)c1Cl)=N\NC(=O)c1ccccc1N,6,1664,-0.012,7,96,8,6,-31,0,7,1.8
O=C(c1cn(-c2ccccc2)nc1-c1ccc(Cl)s1)N1CCOCC1,8,1552,-1.9,11,98,4,7,-5,4,-4,-0.5
Cc1ccc(NC(=O)C2CCCN(C(=O)c3ccc(Cl)cc3)C2)cc1S(=O)(=O)N1CCOCC1 (configuration not stated),-13,1754,-0.018,-6,89,16,5,6,16,3,1.7
O=C(COC(=O)c1cc(=O)[nH]c2ccccc12)NC(=O)NC1CCCCC1,-28,1417,nt,1,104,-2,-1,8,0,-11,4.3
CCOC(=O)Cc1csc(NC(=O)c2ccc(S(=O)(=O)N3CCCC3)cc2)n1,8,1317,nt,7,80,30,2,4,16,-2,1.2
Cc1nc2ccc(S(=O)(=O)N(C)CC(=O)N3CCc4ccccc4C3)cc2s1,-3,1528,0.52,17,102,2,6,-8,-3,1,2.1
CNc1ccccc1C(=O)OCC(=O)c1ccccc1,6,1519,0.03,1,99,-1,3,-27,-3,0,0.7
CCCCCCOC(=O)c1ccc(OC(=O)c2cccnc2)cc1,nt,1475,0.042,-2,101,0,6,-28,3,-4,0.1
CC(=O)c1cc(C#N)c(SCC(=O)C(C)(C)C)nc1C,nt,1867,0.23,-3,109,-7,-1,-45,3,4,-0.5
COc1ccc(C(=O)CN(Cc2ccccc2)C2=NCCS2)cc1,3,1439,nt,-6,98,8,2,9,-9,1,-0.6
Cc1ccc(C(=O)Nc2nncs2)cc1S(=O)(=O)N1CCOCC1,nt,1564,nt,-2,101,3,1,1,4,19,0.8
